# High-throughput results (PubChem BioAssay)
# BRCT PPI red: qHTS Assay for Inhibitors of BRCT-Phosphoprotein Interaction (Red Fluorophore). AID 892, 2007. actives 0.03% (n = 75,000). BRCT-phosphopeptide binding, red fluorescence polarization. Potency, µM (top dose mostly 76.9 µM), for inactives: top-dose activity change, negative = inhibition, usual class: inhibitors; further: on the % scale 0 is the no-effect control and ±100 the full control effect
#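 Fluorescence polarization: 100 nM His-tagged BRCA1 BRCT with 100 nM TAMRA-labelled phospho-BACH1 decapeptide, phosphate buffer pH 7.3 with 150 mM NaCl, DTT, 0.01% Tween 20; 12 min RT. Binding inhibition seen as FP decrease.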
# A350 fluor: qHTS Assay for Spectroscopic Profiling in A350 Spectral Region; Compound autofluorescence, 340/450 nm, Alexa 350 dye-equivalents; stronger effect = higher value; max dye-equivalent concentration, M; actives 11% (n = 59,000); in the data active means max dye-equivalent concentration above about 10 nM; inconclusive means mostly about 1.1 nM to 9.6 nM
# HEK293 cAMP ctrl: qHTS Assay for Agonists of the Thyroid Stimulating Hormone Receptor: Activators of Intracellular cAMP Concentrations in Parental HEK 293 | actives 2.5% (n = 73,000) | parental HEK293 CNG cAMP sensor, membrane potential fluorescence | Potency, µM (top dose mostly 57.1 µM), without a hit: at the highest dose activation, actives largely listed as activators; further: potency means the concentration at half of the fitted maximal effect; % of control where 0% means no effect; nearly all actives have a fitted effect of over 55% in size
#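 Counterscreen for endogenous-receptor signalling: CNG-channel HEK 293 cells report cAMP rise by membrane depolarization. After 60 min dye equilibration with 100 uM RO 20-1724, compounds incubated 30 min before bottom-read fluorescence at 590 nm.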
# 4MU fluor: qHTS Assay for Spectroscopic Profiling in 4-MU Spectral Region | max dye-equivalent concentration, M | compound autofluorescence, 340/450 nm, 4-MU equivalents; stronger effect = higher value | actives 11% (n = 59,000) | AID 589, 2007; in the data active means max dye-equivalent concentration above about 10 nM; inconclusive means mostly about 1.1 nM to 9.6 nM
#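 Intrinsic fluorescence at 340/450 nm (ex/em) was read after 15 min at room temperature in pH 8.0, 100 mM Tris. Each compound concentration expressed as 4-MU-equivalent concentration from a six-point 4-MU standard series on each plate.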
# USP2a inhib: qHTS Assay for Inhibitors of Ubiquitin-specific Protease USP2a; Ubiquitin carboxyl-terminal hydrolase 2 (Homo sapiens), O75604; USP2a enzymatic assay, qHTS inhibition; Potency, µM (highest dose often 38.3 µM), for the others: top-dose activity change, negative = inhibition, most hits filed as inhibitors; actives 0.1% (n = 60,000);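 further: potency means the concentration at half of the fitted maximal effect; nearly all actives have a fitted effect of over 60% in size; plate controls were DMSO for no effect and NEM full inhibition control for full effect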
#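 USP2 core (20 nM final) was preincubated with compound for 30 min at RT in 20 mM Tris-HCl pH 8.0, 2 mM CaCl2, 2 mM beta-mercaptoethanol; Ub-PLA2 (20 nM) plus NBD C6-HPC (20 uM) then added, fluorescence read after 2.5 h.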
# BRCT inh green: qHTS Assay for Inhibitors of BRCT-Phosphoprotein Interaction (Green Fluorophore); Breast cancer type 1 susceptibility protein (Homo sapiens), P38398; BRCA1 BRCT-phosphopeptide binding, green fluorescence polarization; Potency, µM (titrated, usually from 76.9 µM), inactives show top-dose activity change, negative = inhibition, usual class: inhibitors; actives 0.05% (n = 75,000); AID 875, 2007;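 further: potency means the concentration at half of the fitted maximal effect; plate controls were peptide without protein for full effect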
#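 Compounds were incubated for 12 min at room temperature with a complex of 100 nM fluorescein-tagged pBACH1 decapeptide and 250 nM His-tagged BRCT protein. Buffer was phosphate pH 7.3 with EDTA, DTT and Tween 20. Disruption of binding lowers the polarization signal.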
# Rhodamine fluor: qHTS Assay for Spectroscopic Profiling in Rhodamine Spectral Region; actives 0.05% (n = 59,000); AID 594, 2007; max dye-equivalent concentration, M; Rhodamine-region fluorescence, 547/598 nm, Tris buffer; stronger effect = higher value; in the data active means max dye-equivalent concentration above about 11 nM; inconclusive means between about 1.1 nM and that limit
#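 Read-out is relative fluorescence at 547 nm excitation and 598 nm emission, expressed as dye-equivalent concentration using rhodamine standards on every plate. Each compound was profiled across a concentration series after 15 min in 100 mM Tris, pH 8.0.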
# Casp1 inh: qHTS Assay for Allosteric/Competitive Inhibitors of Caspase-1 | actives 0.03% (n = 75,000) | P29466 | Caspase-1 enzyme, Ac-WEHD-AFC fluorogenic rate | Potency, µM (highest dose often 57.5 µM), without a hit: top-dose activity change, negative = inhibition, hits mostly inhibitors;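 further: potency means the concentration at half of the fitted maximal effect; plate controls were vehicle for no effect and no substrate for full effect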
# Casp7 inh: qHTS Assay for Allosteric/Competitive Inhibitors of Caspase-7. P55210. recombinant caspase-7, Ac-DEVD-AFC fluorescence rate. Potency, µM (top dose mostly 57.5 µM), inactives show top-dose activity change, negative = inhibition, usual class: inhibitors. actives 0.02% (n = 75,000). AID 889, 2007; active means well fitted inhibition curve with a large enough effect in the main read-out, with a control signal flat, not every such curve was filed as active; inconclusive means small, poorly fitted or top-dose-only effect, or a change in a side signal; further: potency means the concentration at half of the fitted maximal effect; % of control where 0% means no effect
# Texas Red fluor: qHTS Assay for Spectroscopic Profiling in Texas Red Spectral Region; Compound fluorescence, Texas Red channel, 547/618 nm; stronger effect = higher value; max dye-equivalent concentration, M; actives 0.06% (n = 59,000); AID 587, 2007; in the data active means max dye-equivalent concentration above about 10 nM; inconclusive means between about 1.1 nM and that limit
#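 Pin-transferred compounds and Texas Red standards go into 100 mM Tris buffer, pH 8.0. After 15 min at room temperature, plates are imaged with 547/618 nm filters. Each value is a dye-equivalent concentration derived from the per-plate dye curve.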
# Fluorescein autfl: qHTS Assay for Spectroscopic Profiling in Fluorescein Spectral Region; AID 593, 2007; actives 0.91% (n = 59,000); max fluorescein-equivalent concentration, M; Compound autofluorescence, 480/540 nm, fluorescein-equivalent; stronger effect = higher value; in the data active means max fluorescein-equivalent concentration above about 10 nM; inconclusive means between about 1.1 nM and that limit
#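 Values reflect compound autofluorescence, normalized to fluorescein on the same plate and reported at each tested concentration. Conditions: 100 mM Tris pH 8.0, room temperature, 15 min, excitation 480 nm, emission 540 nm.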
# Numbers without * were called inactive; i = inactive; ? = inconclusive; . = not tested or not shown; [ ] = another dose, or the depositor's remark. Unless noted, the call rests on the fitted dose curve; in most records, active means well fitted curve in the direction sought with a large enough effect; inconclusive means small, poorly fitted or top-dose-only effect, or another doubt; inactive means no such curve, though single readings can be large; an effect the other way counts as inactive or inconclusive.
SMILES,BRCT PPI red,A350 fluor,HEK293 cAMP ctrl,4MU fluor,USP2a inhib,BRCT inh green,Rhodamine fluor,Casp1 inh,Casp7 inh,Texas Red fluor,Fluorescein autfl
S=c1[nH]nc(-c2ccc(Br)cc2)n1Cc1ccco1,-0.9%,i,9%,i,7%,-1.2%,i,-1%,-1%,i,i
CCN1CCN(CCNC(=O)c2ccc(CS(=O)(=O)c3c(Cl)cccc3Cl)o2)CC1,0.9%,.,6%,.,.,0.9%,.,0%,0%,.,.
O=C(Nc1cccc(C(=O)N2CCOCC2)c1)c1ncn[nH]1,-0.6%,i,-1%,i,-5%,-1.4%,i,0%,-1%,i,i
COC(=O)C1=C(C)N(C)C(C)=C(C(=O)OC)C1c1cccc(Br)c1,-0.5%,.,?,.,-6%,0.2%,.,-6%,-5%,.,.
COc1ccc(OC)c(C2C(C#N)=C(N)Oc3cc(N)ccc32)c1 (stereo unspecified),-0.8%,.,-15%,.,.,1.7%,.,-7%,-7%,.,.
CNC(=O)c1cc2c(cn1)[nH]c1ccccc12,-1.1%,2.8e-07M*,?,3e-07M*,-5%,2.5%,i,-3%,-1%,?,?
CC1(C)CC(=O)C2=C(C1)Nc1[nH]c(=S)[nH]c(=O)c1C2c1ccccc1 (stereo unspecified),0.8%,.,-4%,.,.,-2.0%,.,-2%,-2%,.,.
COC(=O)c1c(-c2cccnc2)csc1NC(=O)c1cc(C)on1,0.6%,1.9e-08M*,0%,1.1e-08M*,44%[activator],9.6%,i,-7%,-8%,?,?
COc1ccc2oc(C)c(C(=O)Cn3ccnc3)c2c1,0.5%,i,24%,i,4%,-0.1%,i,-2%,0%,i,i
Cc1cc(NC(NC(=O)c2ccco2)(C(F)(F)F)C(F)(F)F)no1,2.0%,i,1%,i,-2%,-0.3%,i,1%,0%,i,i
COC(=O)c1[nH]c2ccc(C)cc2c1NC(=O)CN1CCN(Cc2ccccc2)CC1,1.7%,?,-7%,2.5e-08M*,33%[activator],-0.4%,i,-20%,?,i,i
COCc1n[nH]c(=S)n1-c1cccc2ccccc12,.,i,.,i,.,.,i,.,.,i,?
CN[C@@H]1NC(=O)c2ccccc2N1Cc1ccc(F)cc1,-1.5%[15.4 µM],i,1%[11.4 µM],i,.,1.0%[15.4 µM],i,0%[11.5 µM],0%[11.5 µM],i,?
CC(C)CCOC(=O)C1[C@H]2C(=O)N(Cc3cccs3)C[C@]23C=C[C@H]1O3 (stereo partly specified),0.3%,?,1%,i,7%,-0.3%,i,-1%,-1%,i,?
Cc1nc2cc(C(=O)OCC(=O)N(CC(C)C)C3CCS(=O)(=O)C3)ccc2n1-c1ccccc1 (stereo unspecified),0.0%,i,19%,i,39%[activator],-1.1%,i,-1%,-1%,i,i
COC(=O)c1ccc(CNC(=O)CSc2nc3sc(C)c(C)c3c(=O)n2C)o1,-0.8%,i,.,i,17%,0.3%,i,1%,2%,?,?
CC(C)C1COc2cc3oc(=O)ccc3cc2O1 (stereo unspecified),1.2%,.,.,.,-8%,-1.9%[3.08 µM],.,3%,0%,.,.
O=C(CCCc1nc(-c2ccc(Cl)cc2)no1)Nc1cccnc1,0.1%,i,16%,i,12%,0.0%,i,-1%,-1%,?,i
CCOC(=O)c1cn(CC)c2ccc(S(=O)(=O)N3CC(C)CC(C)C3)cc2c1=O (stereo unspecified),-1.3%,i,20%,i,21%,0.9%,i,-4%,0%,i,?
O=C(c1ccco1)N1CCN(c2nc3ccsc3c(=O)s2)CC1,-1.8%,.,12%,.,.,3.2%,.,-5%,-12%,.,.
COC(=O)c1ccc(C(/C=C/[C@@H](C)C(=O)N(C)Cc2ccccc2)NC(=O)OCc2ccccc2)cc1 (stereo partly specified),-1.8%,.,?,.,.,-0.9%,.,-2%,-1%,.,.
CCCCCCCCCC(=O)N[C@@H](CN1CCOCC1)[C@@H](O)c1ccccc1,-1.8%,i,24%,i,29%,-1.2%,i,2%,-1%,i,?
CCCCCCC(=O)c1c(C)[nH]c(C(=O)OCC)c1C,-0.8%,.,9%,.,5%,-1.8%,.,-4%,-3%,.,.
COc1cc(CC(=O)Nc2sccc2C(N)=O)cc(OC)c1OC,-2.1%,i,-3%,i,28%,7.1%,i,-1%,0%,i,?
Cc1ccc(SCc2nc(-c3ccccn3)no2)cc1,-0.9%,i,11%,i,-1%,2.5%,i,-3%,1%,i,i
CC1(C)OC(C(O)(c2ccccc2)c2ccccc2)C(C(O)(c2ccccc2)c2ccccc2)O1 (stereo unspecified),0.7%[15.4 µM],.,26%[11.4 µM],.,.,1.6%[15.4 µM],.,-9%[11.5 µM],-1%[11.5 µM],.,.
O=C(c1csnn1)N1CCC2(CCCN(Cc3ccccc3)C2)CC1,-1.0%,i,14%,i,14%,-3.0%,i,-2%,-1%,i,i
O=C(NCCCN1CCOCC1)c1cc(-c2ccc3c(c2)OCO3)nc2ccccc12,-1.5%,.,23%,.,.,-1.0%,.,0%,-5%,.,.
CCN(CC(=O)NC1CCCC1)S(=O)(=O)c1ccc(C)cc1,-1.6%,i,-22%,i,5%,-2.9%,i,2%,-2%,i,?
COc1ccc(-n2c(=O)c(C)nc3cnc(Nc4cccc(OC)c4)nc32)cc1,-0.6%,i,?,i,138%[activator],1.6%,i,-5%,-10%,i,?

# Quoted from the listing.
# For BRCT PPI red, `O=C(c1ccco1)N1CCN(c2nc3ccsc3c(=O)s2)CC1` is listed with -1.8%
# For BRCT inh green, `CCCCCCC(=O)c1c(C)[nH]c(C(=O)OCC)c1C` is listed with -1.8%
# For Casp7 inh, `COC(=O)c1ccc(C(/C=C/[C@@H](C)C(=O)N(C)Cc2ccccc2)NC(=O)OCc2ccccc2)cc1` (stereo partly specified) is listed with -1%
# For BRCT inh green, `CCCCCCCCCC(=O)N[C@@H](CN1CCOCC1)[C@@H](O)c1ccccc1` is listed with -1.2%
# For HEK293 cAMP ctrl, `Cc1ccc(SCc2nc(-c3ccccn3)no2)cc1` is listed with 11%

# Following part.
SMILES,BRCT PPI red,A350 fluor,HEK293 cAMP ctrl,4MU fluor,USP2a inhib,BRCT inh green,Rhodamine fluor,Casp1 inh,Casp7 inh,Texas Red fluor,Fluorescein autfl
O=[N+]([O-])c1ccc(CS(=O)Cc2ccccc2)cc1 (stereo unspecified),-0.5%[15.4 µM],i,6%[11.4 µM],i,.,0.5%[15.4 µM],i,-1%[11.5 µM],-1%[11.5 µM],i,?
C=CCSc1nc2ccccc2c(=O)[nH]1,-0.5%,.,20%,.,.,-4.6%,.,2%,-3%,.,.
CCOc1cccc(C2C(C(=O)c3ccco3)=C(O)C(=O)N2Cc2ccncc2)c1 (stereo unspecified),-1.8%,i,15%,i,14%,1.0%,i,0%,1%,i,i
COc1ccccc1-n1cnc2cc(C(=O)NCc3ccco3)ccc21,-2.1%,i,11%,i,-7%,-1.0%,i,-1%,-1%,i,i
O=C(Nc1ccc(Br)c(Cl)c1)C1CC1,-2.1%,i,6%,i,-5%,0.8%,i,0%,0%,i,i
CCc1c(C)sc(NC(=O)OC)c1C(=O)N1CCOCC1,-0.4%,.,-2%,.,.,-2.3%,.,-2%,1%,.,.
COc1cccc([C@@H]2Oc3ccc(Br)cc3C(=O)[C@H]2O)c1,-0.3%[15.4 µM],.,5%[11.4 µM],.,.,-2.9%[15.4 µM],.,-1%[11.5 µM],-5%[11.5 µM],.,.
COc1cccc([C@H]2Oc3ccc(OC)cc3/C(=N\OCC[C@@H]3C=C[C@H](OC(C)=O)[C@H](COC(C)=O)O3)[C@@H]2O)c1,0.3%[15.4 µM],.,2%[11.4 µM],.,.,1.4%[15.4 µM],.,-1%[11.5 µM],0%[11.5 µM],.,.
CN(C)CCNC(CC(=O)Nc1ccc(Cl)c(Cl)c1)C(=O)O (stereo unspecified),-0.6%,i,1%,i,1%,-1.6%,i,1%,-2%,i,i

# A stretch taken from the entries so far:
SMILES,BRCT PPI red,A350 fluor,HEK293 cAMP ctrl,4MU fluor,USP2a inhib,BRCT inh green,Rhodamine fluor,Casp1 inh,Casp7 inh,Texas Red fluor,Fluorescein autfl
COc1ccccc1-n1cnc2cc(C(=O)NCc3ccco3)ccc21,-2.1%,i,11%,i,-7%,-1.0%,i,-1%,-1%,i,i
O=C(Nc1ccc(Br)c(Cl)c1)C1CC1,-2.1%,i,6%,i,-5%,0.8%,i,0%,0%,i,i

# Not all compounds are listed; rates above refer to the full screens.
